MsrA act: activators of bovine methionine sulfoxide reductase A | purified bovine MsrA, absorbance read-out | activation, % at 10.6 µM | hit rate 0.3% among 360,000 | AID 602163; in the data active = activation above about 7.5%;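 also: 0% = vehicle and 100% = reference activator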
LMPTP block: LMPTP (human) inhibition; AID 651560; recombinant LMPTP-A, OMFP fluorogenic substrate, fluorescence intensity; inhibition, % at 20 µM; hit rate 0.22% among 360,000;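 active = compounds that cut the enzyme signal by at least half of the control window in the single-dose screen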;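 also: plate controls were DMSO wells with enzyme plus substrate for no effect and substrate without enzyme for full effect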
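Assay system: LMPTP-A phosphatase enzyme | Input: 0.625 nM enzyme | Also added: Fluorogenic phosphatase substrate OMFP at 400 µM final | Compound dosing: One test concentration per compound, 20 µM, with 3% DMSO overall | Schedule: 50 min enzyme reaction at room temperature, protected from light | Signal: Fluorescence intensity | Benchmarks: no-enzyme and uninhibited controls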
DNMT1 block: blocks human DNA methyltransferase DNMT1 | P26358 | DNMT1 molecular beacon, Hinp1I cleavage, fluorescence | inhibition (reported as % activation of signal), % at 10 µM | AID 588458 | hit rate 0.83% among 360,000; in the data active = inhibition above about 50%
Tb MetRS inh: Trypanosoma brucei MetRS inhibition; purified T. brucei MetRS, ATP depletion, Kinase-Glo luminescence; inhibition, % at 11.9 µM; hit rate 0.4% among 360,000; AID 624268;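 active = inhibition above a per-plate cutoff of the control wells' mean inhibition plus 3 SD, cut at about 5.5% in these data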;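 also: 0% = DMSO wells median and 100% = median of wells with control inhibitor compound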
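System: purified T. brucei MetRS enzyme / Detection: Kinase-Glo luciferase luminescence reporting remaining unconsumed ATP / Medium: HEPES buffer with MgCl2, KCl, DTT, spermine, BSA, pyrophosphatase / Replication: singlicate, one well per compound / Evaluation: percent inhibition relative to median high and low control wells / Schedule: 2 h aminoacylation at 25 °C after 15 min preincubation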
eLon inh: inhibits E. coli Lon protease; purified E. coli Lon protease, fluorescence polarization; inhibition, % at 7.94 µM; hit rate 0.42% among 360,000; in the data active = inhibition above about 13%, passing the limit was not always enough;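 also: 0% = enzyme with probe and DMSO and 100% = no enzyme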
CendR NRP1 mod: NRP-1/CendR interaction modulation. FAM-RPARPAR peptide binding to NRP-1, fluorescence polarization. O14786. hit rate 0.85% among 360,000. inhibition, % at 25 µM;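 active = inhibition or corrected inhibition above about 18%, plus a signal ratio from 0.5 to 1.5, limit read from the data, passing the limit was not always enough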; also: strong numbers were not always called active
Target sequence (O14786 whole entry, looked up): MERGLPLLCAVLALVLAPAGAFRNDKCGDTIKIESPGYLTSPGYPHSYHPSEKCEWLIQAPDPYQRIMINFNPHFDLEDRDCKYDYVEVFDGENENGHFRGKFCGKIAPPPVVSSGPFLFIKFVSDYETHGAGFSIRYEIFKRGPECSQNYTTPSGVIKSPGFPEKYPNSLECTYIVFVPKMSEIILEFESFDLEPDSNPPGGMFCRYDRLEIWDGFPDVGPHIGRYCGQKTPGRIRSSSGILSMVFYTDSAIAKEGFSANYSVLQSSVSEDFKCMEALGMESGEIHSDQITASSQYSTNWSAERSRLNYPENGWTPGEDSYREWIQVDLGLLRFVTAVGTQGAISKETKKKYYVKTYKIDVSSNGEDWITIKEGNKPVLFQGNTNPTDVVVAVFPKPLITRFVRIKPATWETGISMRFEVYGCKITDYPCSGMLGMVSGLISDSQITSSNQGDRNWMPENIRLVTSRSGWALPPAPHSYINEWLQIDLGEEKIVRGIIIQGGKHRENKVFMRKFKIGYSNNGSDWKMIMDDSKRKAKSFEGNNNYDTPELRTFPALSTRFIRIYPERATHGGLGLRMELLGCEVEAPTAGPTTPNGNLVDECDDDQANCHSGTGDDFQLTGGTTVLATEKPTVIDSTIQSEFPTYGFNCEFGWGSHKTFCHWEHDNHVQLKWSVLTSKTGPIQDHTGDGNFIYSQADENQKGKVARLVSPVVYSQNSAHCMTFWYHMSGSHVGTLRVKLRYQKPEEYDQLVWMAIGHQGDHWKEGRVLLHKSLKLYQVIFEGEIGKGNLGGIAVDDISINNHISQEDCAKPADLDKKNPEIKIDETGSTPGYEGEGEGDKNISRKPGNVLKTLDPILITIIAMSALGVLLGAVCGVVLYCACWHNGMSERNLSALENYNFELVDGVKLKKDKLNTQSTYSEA
MsrA inhibitor: inhibits bovine methionine sulfoxide reductase A; purified bovine MsrA, absorbance read-out; inhibition, % at 15.5 µM; hit rate 0.75% among 360,000; AID 651718; in the data active = inhibition above about 4.5%;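 also: 0% = vehicle wells with enzyme and 100% = reference inhibitor wells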
STEP block: inhibitors of human striatal-enriched phosphatase STEP. recombinant STEP, OMFP fluorogenic substrate, fluorescence. inhibition, % at 20 µM. hit rate 0.25% among 360,000. AID 588621;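 active = inhibition at 20 µM, scaled per plate between control wells, above about 37%, limit read from the data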;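 also: 0% = DMSO with enzyme and substrate and 100% = substrate only without enzyme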
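material = STEP tyrosine phosphatase | reagent = fluorogenic phosphatase substrate OMFP at 25 µM final | doses = single compound dose of 20 µM, 1% DMSO final | schedule = 20 min reaction, room temperature, in the dark | measured by = fluorescence, 480/540 nm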
SUMO1-SIM PPI: SUMO1-SIM interaction modulation; P63165; SUMO1 binding to a labelled peptide, TR-FRET, 1 h; inhibition, % at 20 µM; hit rate 0.33% among 360,000; AID 602429; in the data active = inhibition above about 37%
Scp-1 inhibitor: inhibitors of human Scp-1 phosphatase | Recombinant Scp1, phosphopeptide, malachite green phosphate absorbance | hit rate 0.88% among 340,000 | inhibition, % at 20 µM;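 active = inhibition above about 50% at 20 µM, limit read from the data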;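 also: plate controls were DMSO wells with enzyme for no effect and wells lacking enzyme for full effect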
Target sequence (Q9GZU7 76-261 limits assumed): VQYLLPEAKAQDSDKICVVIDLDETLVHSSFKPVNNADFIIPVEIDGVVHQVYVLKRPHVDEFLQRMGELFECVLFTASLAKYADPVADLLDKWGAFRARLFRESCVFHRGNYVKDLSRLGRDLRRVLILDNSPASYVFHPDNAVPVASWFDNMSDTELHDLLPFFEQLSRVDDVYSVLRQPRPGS
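Times: enzyme reaction 45 min at room temperature, colour 5 min, stabilisation 30 min. Material: SCP-1 catalytic fragment, aa 76-261. Medium: Acidic Tris acetate buffer with magnesium and detergent. Signal: colorimetric free-phosphate detection, absorbance 630 nm. Read-out basis: % inhibition of SCP-1 phosphate liberation. Reagent: Phosphorylated 17-residue peptide substrate.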
* marks the source's active call; other numbers are inactive results.

Screening COc1ccc(S(=O)(=O)Cc2ccc(C(=O)NCc3ccccc3OC)o2)cc1 returned MsrA act -9, LMPTP block -0.2, DNMT1 block -1, Tb MetRS inh -0.3, eLon inh -9, CendR NRP1 mod -15, MsrA inhibitor 0.1, STEP block 0, SUMO1-SIM PPI -1 and Scp-1 inhibitor 5.
Screening CC(CC(=O)NC1CCCC1)c1ccccc1 (centres undefined) returned MsrA act -2, LMPTP block -2.0, DNMT1 block 1, Tb MetRS inh 0.0, eLon inh -2, CendR NRP1 mod 3, MsrA inhibitor -0.6, STEP block 1, SUMO1-SIM PPI -3 and Scp-1 inhibitor 1.
`CCCCNC(=O)n1c(SC)nc2ccccc21` gave MsrA act -2, LMPTP block 0.4, DNMT1 block 6, Tb MetRS inh -0.3, eLon inh 10, CendR NRP1 mod 1, MsrA inhibitor 0.9, STEP block -3, SUMO1-SIM PPI -3 and Scp-1 inhibitor 4.
`O=C(CSc1nc2ccccc2s1)NNC(=O)Nc1ccc(Cl)c(Cl)c1` gave MsrA act -16, LMPTP block 0.5, DNMT1 block -9, Tb MetRS inh -1.3, eLon inh -3, CendR NRP1 mod -1, MsrA inhibitor -0.2, STEP block -6, SUMO1-SIM PPI 2 and Scp-1 inhibitor -7.
COc1ccc(CNC(=O)C(C)Sc2ccc(C)cc2)cc1 (centres undefined) was read as MsrA act -8, LMPTP block 2.3, DNMT1 block 5, Tb MetRS inh -0.8, eLon inh -3, CendR NRP1 mod 0, MsrA inhibitor -0.2, STEP block 2, SUMO1-SIM PPI 3 and Scp-1 inhibitor -4.
`COc1cccc(CNC(=O)[C@@H]2CCCN2C(=O)[C@H]2CCCCN2C(=O)c2cccs2)c1` gave MsrA act -2, LMPTP block -3.1, Tb MetRS inh -0.2, eLon inh 3, CendR NRP1 mod -8, MsrA inhibitor -1.2 and SUMO1-SIM PPI 4.
For COC(=O)c1ccc(CNC(=O)COC(=O)CC23CC4CC(CC(Br)(C4)C2)C3)cc1 the results were MsrA act -4, LMPTP block 0.4, DNMT1 block 0, Tb MetRS inh -0.4, eLon inh -1, CendR NRP1 mod 13, MsrA inhibitor -0.2, STEP block 1, SUMO1-SIM PPI -3 and Scp-1 inhibitor -4.
`c1ccc2cc3c(NCCN4CCOCC4)ccnc3cc2c1` gave MsrA act -3, LMPTP block 4.6, DNMT1 block 54*, Tb MetRS inh 34*, eLon inh -5, CendR NRP1 mod -6, MsrA inhibitor 3.7, STEP block 0, SUMO1-SIM PPI -15 and Scp-1 inhibitor 1.
Screening CC(C)(C)n1cnc2cc(NC(=O)c3ccc(Cl)cc3)ccc21 returned MsrA act 0, LMPTP block 0.8, DNMT1 block 1, Tb MetRS inh -0.2, eLon inh -2, CendR NRP1 mod -10, MsrA inhibitor -0.5, STEP block -4, SUMO1-SIM PPI 7 and Scp-1 inhibitor -7.
For CCOC(=O)c1ccc(N2C(=O)CC(N(C)Cc3ccccc3)C2=O)cc1 (centres undefined) the results were MsrA act -1, LMPTP block -1.6, DNMT1 block 0, Tb MetRS inh -0.3, eLon inh 6, CendR NRP1 mod 3, MsrA inhibitor -1.2, STEP block 0, SUMO1-SIM PPI 0 and Scp-1 inhibitor -13.
Cc1ccc(C(=O)Nc2nnc(Cc3ccccc3)s2)cc1 was read as MsrA act -3, LMPTP block -1.4, DNMT1 block 6, Tb MetRS inh -0.8, eLon inh 0, CendR NRP1 mod -2, MsrA inhibitor 0.1, STEP block 2, SUMO1-SIM PPI -4 and Scp-1 inhibitor 5.
For Cc1ccc(C(=O)N/N=C\c2c(C)nn(-c3ccccc3)c2Cl)cn1 the results were MsrA act -13, LMPTP block -1.0, DNMT1 block 7, Tb MetRS inh -3.1, eLon inh -11, CendR NRP1 mod 4, MsrA inhibitor 2.5, STEP block 1, SUMO1-SIM PPI 2 and Scp-1 inhibitor 0.
`CCOC(=O)c1cc(C(=O)OCC)c2cc(Br)ccc2n1` gave MsrA act -1, LMPTP block 3.0, DNMT1 block 5, Tb MetRS inh -1.0, eLon inh -4, CendR NRP1 mod 4, MsrA inhibitor -0.4, STEP block -2, SUMO1-SIM PPI -25 and Scp-1 inhibitor -6.
`O=C(CN1C(=O)c2ccccc2C1=O)Nc1cccc(S(=O)(=O)Nc2ccccc2Cl)c1` gave MsrA act -12, LMPTP block -1.0, DNMT1 block 4, Tb MetRS inh -1.3, eLon inh 6, CendR NRP1 mod 33*, MsrA inhibitor -0.4, STEP block -1, SUMO1-SIM PPI 18 and Scp-1 inhibitor -6.
COc1cccc(-c2cc(C(F)(F)F)nc(N3CCOCC3)n2)c1 was read as MsrA act -11, LMPTP block 2.2, DNMT1 block 6, Tb MetRS inh -0.9, eLon inh -3, CendR NRP1 mod -2, MsrA inhibitor -0.6, STEP block 2, SUMO1-SIM PPI -3 and Scp-1 inhibitor -1.
Screening O=C(NC(Cc1ccccc1)C(=O)O)/C(=C/c1ccc([N+](=O)[O-])cc1)NC(=O)c1ccccc1 (centres undefined) returned MsrA act -4, LMPTP block -0.6, DNMT1 block 0, Tb MetRS inh -0.3, eLon inh -25, CendR NRP1 mod 7, MsrA inhibitor 1.6, STEP block -1, SUMO1-SIM PPI -28 and Scp-1 inhibitor 0.
Screening Cc1ccc(OCCNC(=O)[C@H]2O[C@@H](n3ccc(=O)[nH]c3=O)[C@H](O)[C@@H]2O)cc1C returned MsrA act 0, LMPTP block -1.5, DNMT1 block 2, Tb MetRS inh -0.2, eLon inh -14, CendR NRP1 mod 2, MsrA inhibitor -1.1, STEP block -1 and SUMO1-SIM PPI 2.
CSC1=NCCN1S(=O)(=O)c1ccc(F)cc1 was read as MsrA act -1, LMPTP block 0.0, DNMT1 block 1, Tb MetRS inh -0.8, eLon inh 9, CendR NRP1 mod -2, MsrA inhibitor 0.4, STEP block 0, SUMO1-SIM PPI 1 and Scp-1 inhibitor -2.
c1ccc(CSc2ncnc3c2cnn3-c2ccccc2)cc1 was read as MsrA act 1, LMPTP block 0.2, DNMT1 block 1, Tb MetRS inh -0.1, eLon inh -11, CendR NRP1 mod 4, MsrA inhibitor 0.2, STEP block -3, SUMO1-SIM PPI -1 and Scp-1 inhibitor -4.
Screening Cc1cc2ccccc2c(=O)n1CC(=O)NCC(=O)N1CCN(c2cccc(Cl)c2)CC1 returned MsrA act -2, LMPTP block -0.8, DNMT1 block -2, Tb MetRS inh -0.5, eLon inh 1, CendR NRP1 mod -1, MsrA inhibitor -1.9, STEP block -3, SUMO1-SIM PPI 2 and Scp-1 inhibitor -7.
Screening CCN(Cc1ccccc1)C(=O)CN1C(=O)c2ccccc2C1=O returned MsrA act -1, LMPTP block 0.2, DNMT1 block 2, Tb MetRS inh -0.7, eLon inh -8, CendR NRP1 mod 1, MsrA inhibitor -1.0, STEP block -2, SUMO1-SIM PPI -26 and Scp-1 inhibitor -9.
Screening COC(=O)c1nnn(-c2ccc(Cl)c(Cl)c2)c1C(=O)OC returned MsrA act -1, LMPTP block -0.3, DNMT1 block 2, Tb MetRS inh -0.4, eLon inh 8, CendR NRP1 mod -5, MsrA inhibitor 1.3, STEP block 0, SUMO1-SIM PPI -3 and Scp-1 inhibitor -5.
For COc1cccc(-n2c(-c3ccco3)nc3nc4ccccc4nc32)c1 the results were MsrA act -1, LMPTP block 0.6, DNMT1 block 32, Tb MetRS inh -0.6, eLon inh -4, CendR NRP1 mod -37, MsrA inhibitor 1.4, STEP block -3, SUMO1-SIM PPI -6 and Scp-1 inhibitor -7.
`CCc1ccc(NC2=NC(C(=O)NC3CCCCC3)CC(=O)N2)cc1` (centres undefined) gave MsrA act -3, LMPTP block -2.0, DNMT1 block -3, Tb MetRS inh 0.1, eLon inh -9, CendR NRP1 mod -4, MsrA inhibitor 0.6, STEP block -6, SUMO1-SIM PPI 0 and Scp-1 inhibitor -7.
CC(C)Nc1ncnc2c1cnn2Cc1ccc(Cl)cc1 was read as MsrA act -3, LMPTP block -1.0, DNMT1 block 0, Tb MetRS inh -0.9, eLon inh -4, CendR NRP1 mod 14, MsrA inhibitor 1.5, STEP block 0, SUMO1-SIM PPI 5 and Scp-1 inhibitor -7.
Screening CC1Sc2ccc(Cl)cc2-c2nc(N)ncc21 (centres undefined) returned MsrA act -10, LMPTP block -0.3, DNMT1 block -1, Tb MetRS inh -0.8, eLon inh 4, CendR NRP1 mod -12, MsrA inhibitor 1.6, STEP block 2, SUMO1-SIM PPI 3 and Scp-1 inhibitor 7.
For CNC(=O)c1ccsc1NC(=O)CCS(=O)(=O)c1ccc(Cl)cc1 the results were MsrA act -4, LMPTP block 0.0, DNMT1 block -2, Tb MetRS inh 0.1, eLon inh -2, CendR NRP1 mod 4, MsrA inhibitor 0.2, STEP block 3, SUMO1-SIM PPI -3 and Scp-1 inhibitor -1.
`CC(C)(C)OC(=O)NCCc1nnc(S(=O)(=O)Cc2ccc(Cl)cc2Cl)o1` gave MsrA act -5, LMPTP block -0.2, DNMT1 block 1, Tb MetRS inh -1.2, eLon inh -4, CendR NRP1 mod 0, MsrA inhibitor -0.4, STEP block 3, SUMO1-SIM PPI 1 and Scp-1 inhibitor 45.
For COc1cc2c(c(OC)c1)C(c1ccncc1)CC(=O)N2 (centres undefined) the results were MsrA act -3, LMPTP block -1.4, DNMT1 block 0, Tb MetRS inh -0.7, eLon inh -7, CendR NRP1 mod 6, MsrA inhibitor -0.1, STEP block 3, SUMO1-SIM PPI -3 and Scp-1 inhibitor -10.
Cc1cc(C)nc(Nc2ccc(F)cc2)n1 was read as MsrA act -4, LMPTP block -1.4, DNMT1 block 8, Tb MetRS inh -0.3, eLon inh -5, CendR NRP1 mod -13, MsrA inhibitor 0.2, STEP block -2, SUMO1-SIM PPI -2 and Scp-1 inhibitor -5.
COCCn1c(COc2ccccc2)nnc1SCC(N)=O was read as MsrA act -3, LMPTP block 0.5, DNMT1 block 1, Tb MetRS inh 0.1, eLon inh -7, CendR NRP1 mod 3, MsrA inhibitor -1.1, STEP block 1, SUMO1-SIM PPI 0 and Scp-1 inhibitor -11.
`CC(=O)c1c(N2CCCC2)nc(=S)n(-c2ccccc2)c1C` gave MsrA act 4, LMPTP block -1.7, DNMT1 block 2, Tb MetRS inh -0.8, eLon inh 4, CendR NRP1 mod -6, MsrA inhibitor -0.3, STEP block -2, SUMO1-SIM PPI -2 and Scp-1 inhibitor 26.
O=C(CC[C@H]1O[C@@H](n2cnc3c(NC(=O)c4ccccc4)ncnc32)[C@H](O)[C@@H]1O)NCc1cccc2ccccc12 was read as MsrA act -2, LMPTP block -0.2, DNMT1 block 2, Tb MetRS inh 1.0, eLon inh -8, CendR NRP1 mod -3, MsrA inhibitor -0.7, STEP block 1 and SUMO1-SIM PPI -6.
